LMP1 NFkB inh: reduces LMP1-driven NF-kappaB luciferase signal | inhibition, % at 12.5 µM | LMP1-induced NF-kappaB luciferase reporter cells, luminescence | 350,000 tested, 0.69% active | AID 504558; in the data active means inhibition above about 41%;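 further: 0% = neutral control wells and 100% = reference inhibitor control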
CF NFkB inh: blocks PAF-induced NF-kB reporter in cystic fibrosis cells; 360,000 tested, 0.86% active; inhibition, % at 5 µM; AID 588850; KKLEB NF-kB-GFP reporter, GFP fluorescence overnight;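 active means at least 50% inhibition at 5 µM, scaled per plate between neutral and stimulator controls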;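 further: PAF is a Pseudomonas aeruginosa culture filtrate used as stimulus; plate controls were PAF-stimulated DMSO wells for no effect and unstimulated DMSO wells for full effect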
NR2E3 ag-1: agonists of human NR2E3 nuclear receptor. CHO-S Gal4-NCOR/VP16-NR2E3 two-hybrid, luciferase. inhibition of corepressor binding, % at 3.98 µM. 360,000 tested, 0.35% active. AID 602229;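 active means inhibition above the mean of all tested compounds plus 3 SD, cut at about 70% in these data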;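 further: 0% = DMSO with NR2E3 transfected cells and 100% = cells lacking NR2E3 construct; higher means lower luciferase signal from less NR2E3 corepressor binding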
Target sequence (Q9Y5X4 whole entry, looked up, the tested form may be a part): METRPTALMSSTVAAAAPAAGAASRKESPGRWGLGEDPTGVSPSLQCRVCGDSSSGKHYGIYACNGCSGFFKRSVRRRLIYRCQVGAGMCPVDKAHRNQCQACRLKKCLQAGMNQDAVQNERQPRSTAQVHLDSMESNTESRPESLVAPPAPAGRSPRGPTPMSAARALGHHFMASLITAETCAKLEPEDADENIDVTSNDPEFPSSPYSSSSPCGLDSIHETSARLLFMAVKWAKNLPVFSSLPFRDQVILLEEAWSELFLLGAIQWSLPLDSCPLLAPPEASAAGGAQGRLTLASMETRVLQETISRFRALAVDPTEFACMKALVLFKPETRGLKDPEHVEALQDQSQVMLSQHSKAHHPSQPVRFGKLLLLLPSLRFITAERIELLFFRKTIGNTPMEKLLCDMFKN
MITF TRPM1 inh: inhibitors of MITF-driven TRPM1 promoter in melanoma cells; SK-MEL-5 TRPM1 promoter luciferase, 24 h; inhibition, % at 12.5 µM; 330,000 tested, 0.83% active; AID 488899;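 active means mean inhibition across replicates of 60% or more, whatever share of single replicates reaches that level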; further: values of inactives mirror those of a sister screen read the other way
Peg3 promoter: Peg3 promoter activity inhibition | inhibition, % at 20 µM | 360,000 tested, 1.7% active | HeLa PEG-Prom luciferase reporter, luminescence, overnight;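 active means inhibition of at least 50% at 20 µM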
hiPSC survival: hiPSC single-cell survival enhancement; ATPlite luminescence; 100% = ROCK inhibitor wells, 0% = DMSO; 360,000 tested, 0.044% active; survival enhancement, % at 20 µM; in the data active means survival enhancement above about 18%;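 further: cells exposed to compounds for 16 hours before the ATP read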
HIF-2a inh: HIF-2a inhibition | 786-0 RCC cells HIF-2a reporter, luciferase luminescence, overnight | inhibition, % at 18.8 µM | 360,000 tested, 0.72% active;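 active means inhibition of the luminescence signal of 40% or more relative to plate controls, in a single-dose primary screen at 18.75 µM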
NR2E3 ag-2: NR2E3 (human) agonism; Q9Y5X4; inhibition of corepressor binding, % at 4.78 µM; AID 2300; GST-NR2E3/biotin-RetCOR TR-FRET, 1536-well; 320,000 tested, 0.12% active;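 active means percent inhibition above the cutoff of mean plus 3 SD of all tested compounds, set per screening campaign, cut at about 20% in these data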;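 further: 0% = DMSO wells and 100% = biotin wells as full block of FRET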
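System: GST-tagged NR2E3 plus biotinylated RetCOR corepressor; Buffer or medium: pH 7.5 Tris-based buffer; Probe or stimulus: RetCOR corepressor, biotinylated, 7 nM; Doses: compound at 4.8 µM, single dose; Schedule: 5 h incubation at 4 °C; Technique: time-resolved FRET; Evaluation: percent inhibition of TR-FRET ratio; Replication: one well per compound, singlicate testing.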
KKLEB tox: reduces viability of KKLEB cystic fibrosis airway cells | activity change (cytotoxicity), % at 5 µM | KKLEB CF airway cells viability, ATPlite luminescence, overnight; stronger effect = lower value; cells stimulated with P. aeruginosa culture filtrate | 360,000 tested, 0.36% active | AID 602141;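 active means corrected activity change at or below -50% at 5 µM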
Shn3 inh set2: Schnurri-3 reporter inhibition in Clone20 osteoblasts; Clone20 osteoblast Shn3 3'UTR firefly luciferase, 24 h; inhibition, % at 12.5 µM; 360,000 tested, 0.52% active;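 active means mean inhibition of at least 75% with every replicate also reaching 75%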;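 further: 0% = median of neutral control wells and 100% = pilot-screen positive control compound; some compounds past the cut are filed as inactive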
C8 TRAIL sens: caspase-8 TRAIL sensitization; NB7+C8 cells + TRAIL, ATPlite viability luminescence; inhibition (viability loss, TRAIL sensitization), % at 10 µM; 360,000 tested, 1% active;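 active means compounds causing at least 50% loss of cell viability in the single-dose screen, relative to plate controls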
Active calls of the source: *; nt = not tested or not shown. Some of the compounds tested; rates above refer to the full screens.

SMILES	LMP1 NFkB inh	CF NFkB inh	NR2E3 ag-1	MITF TRPM1 inh	Peg3 promoter	hiPSC survival	HIF-2a inh	NR2E3 ag-2	KKLEB tox	Shn3 inh set2	C8 TRAIL sens
O=C(CCCOc1cccc(Br)c1)NCCOc1ccccc1	-0.2	18.0	-28.3	17.2	-30.0	-0.4	-11.0	1.4	-13.1	-7.9	-3.6
CSc1cccc(NC(=O)c2c(Cl)cnn2C)c1	2.1	13.3	-30.0	-3.3	-51.3	-0.6	-115.5	2.5	-9.6	-22.6	-6.3
CN1CCN(c2ccc(S(=O)(=O)N3CCOCC3)cc2)CC1	1.2	-3.3	19.3	2.1	3.9	0.3	4.7	0.4	-10.3	-6.1	-10.9
Cc1cccc(NS(=O)(=O)c2cccc3nsnc23)c1	-3.2	-16.6	-2.5	-4.1	12.8	3.2	11.4	1.8	3.0	-21.7	-8.2
Cc1nc2ccccc2c(=O)n1/N=C/c1ccc(N(C)C)cc1	-0.9	-10.6	-10.2	-18.0	-42.1	1.4	-88.6	-0.1	2.5	-17.0	9.2
CCNc1c([N+](=O)[O-])c(=O)oc2ccccc12	-2.7	8.7	-11.4	-17.0	4.8	3.5	10.9	-2.4	-0.9	0.6	3.7
Cc1ccc(S(=O)(=O)NCc2cccnc2)cc1C	-11.7	-31.1	-5.8	-8.5	-4.0	-0.3	18.1	3.8	0.7	3.8	-21.9
c1ccc2nc3c(nc2c1)[nH]c1ccccc13	-61.5	-73.2	-123.5	-11.4	-272.6	-1.0	-193.1	-2.4	5.0	-88.7	51.9*
Cn1c(=O)c2c(nc(CN3CCN(CCO)CC3)n2Cc2ccccc2Cl)n(C)c1=O	-4.8	5.0	21.0	nt	-4.4	1.9	-2.5	0.1	-3.3	5.9	38.0
C=CCC[C@H](Cc1ccc(F)cc1)C(=O)OC[C@@H](Cc1c[nH]c2ccccc12)NC(=O)[C@@H](CC=C)CC(=O)N[C@H](CO)Cc1ccccc1	23.9	-4.1	9.9	-0.1	25.4	-1.1	1.0	nt	4.3	-8.7	16.8
CCOC(=O)/C(C#N)=C/N1CCOCC1	0.5	-6.3	-23.1	-12.5	-3.0	-0.6	12.9	-0.1	-7.0	2.0	-5.9
Cc1ccc(CNC(=O)CCS(=O)(=O)c2cccc3nonc23)cc1	-0.2	-2.5	1.4	-5.0	3.0	-1.5	7.0	0.4	0.0	-3.3	2.0
Cc1c(C(=O)O)cccc1-n1c(C)cc(/C=C(/C#N)C(=O)NCc2ccccc2)c1C	4.5	14.0	-33.5	3.6	-1.1	1.9	13.4	1.4	-9.4	-0.9	27.5
O=C(O)c1ccc(-c2ccc(O)c(F)c2)cc1	-11.7	-12.1	-27.9	-1.1	0.0	-3.4	2.8	0.5	1.5	-7.7	2.7
CN1CCN(/C=N/c2c(C#N)cnn2-c2ccccc2)CC1	3.6	3.2	-48.5	12.6	5.2	3.1	13.9	2.0	-8.0	1.6	-4.7
COc1cc(NC(=S)N2CCN(c3ccccn3)CC2)cc(OC)c1	-3.7	6.9	3.6	1.9	9.8	0.0	-0.7	0.9	-16.1	-18.2	-8.8
CN(C)S(=O)(=O)c1cccc(COc2ncnc3c(Cl)cc(Cl)cc23)c1	-6.7	-1.2	-14.1	-9.4	29.8	-0.4	22.3	0.2	-3.7	14.9	5.1
COCc1ccc([C@@H]2C[C@H]3CN(Cc4cccc(Cl)c4)C(=O)[C@]34CCCN24)o1	3.9	-1.8	-10.5	-7.7	8.8	-0.6	12.7	-0.8	0.6	nt	-26.4
Cn1c(=O)n(CCc2ccccc2)c2ccccc21	1.5	-3.7	-5.3	3.8	-10.6	-0.3	-59.3	2.7	1.8	9.6	6.5
COC(=O)C1CC(Cl)CN1c1ncc(C(F)(F)F)cc1Cl (configuration not stated)	2.9	11.1	-21.8	-4.9	-32.7	3.3	-10.8	-0.6	-5.5	4.3	2.7
O=C1CSC(=S)N1N=C1CCCCCC1	-0.7	6.3	1.9	-6.7	9.5	1.7	5.1	1.8	22.1	-16.9	-7.4
CCC/C(O)=C1\C(=O)CC(C)(C)CC1=NCc1ccccc1	6.7	6.6	-8.5	6.9	2.1	-0.5	8.8	-1.3	0.9	4.7	18.7
CC12CCC(=O)N1C(C(=O)OCC(=O)Nc1sccc1C#N)CS2 (configuration not stated)	-12.3	8.8	-14.2	9.8	3.1	-0.3	-2.0	-2.7	-3.3	-12.0	-1.0
CCn1c(SCC(=O)Nc2ccc(C(C)=O)cc2)nnc1C1CC1	10.9	5.6	-14.3	-9.0	-14.1	-0.3	-11.7	-1.3	-1.9	6.8	1.7
CCOC(=O)CSc1nc(N)c(C#N)c(-c2ccc(OCC)cc2)c1C#N	-13.3	15.1	-4.4	1.5	12.0	0.0	8.4	4.8	-2.1	-10.1	0.3
COC(=O)c1cc(C)sc1NC(=O)C1CC(=O)NN1Cc1ccccc1 (configuration not stated)	-4.0	23.1	-19.2	2.4	20.0	0.8	18.3	2.4	-12.1	13.6	-1.2
Cc1nn(Cc2ccccc2)c(C)c1NC(=O)CSc1nnc(-c2cc(Cl)ccc2O)n1C	-3.3	8.6	-7.4	19.6	8.8	0.6	13.2	1.0	1.8	12.8	-9.4
COc1ccc(Br)c(C(=O)N2CCCC2(C)C(=O)NCC(C)C)c1 (configuration not stated)	nt	-10.8	10.8	nt	8.8	-3.7	1.7	nt	7.4	-9.4	-4.2
COC(=O)CSc1snnc1-c1ccc(Cl)c(Cl)c1	-2.0	3.9	-38.3	1.9	7.8	-0.7	16.7	2.5	8.3	-5.7	-7.0
Cn1nc(-c2ccc(Cl)cc2)cc1NC(=O)CSCC(=O)O	nt	-0.5	-20.6	nt	13.9	0.2	17.1	4.2	-0.7	-2.6	0.9
COc1ccc(Cc2nnc(NC(=O)c3cc(OC)c(OC)c(OC)c3)s2)cc1	-7.4	20.3	-8.8	11.6	18.4	0.5	25.1	1.2	-8.7	9.5	3.9
S=C(Nc1ccc(N2CCOCC2)cc1)Nc1ccc2nc(-c3ccco3)c(-c3ccco3)nc2c1	0.9	-2.7	-10.0	-9.0	12.7	0.8	-8.6	-0.2	0.6	-20.6	8.8
C=CCn1c(=N)n(CC(=O)c2ccc(Cl)cc2)c2ccccc21	9.1	6.1	-49.7	nt	-44.0	-0.4	-16.4	0.3	-4.8	10.6	-3.7
CCCCn1c(=N)n(CC(=O)O)c2ccccc21	1.4	14.6	-22.2	-35.3	-0.2	-0.5	15.1	1.9	5.2	13.0	-6.0
CCOC(=O)Nc1ccc2c(CN3CCN(S(=O)(=O)c4ccccc4F)CC3)cc(=O)oc2c1	2.2	2.1	10.5	1.1	21.0	-0.1	6.2	nt	-9.3	7.3	9.3
CCN(CC)S(=O)(=O)c1ccc(C(=O)NCC(c2ccc(OC)cc2)N2CCOCC2)cc1 (configuration not stated)	-6.8	-21.1	-20.1	2.9	10.2	-0.2	15.8	-2.8	16.5	-0.1	-6.8
CC(OC(=O)c1cc(=O)[nH]c2ccccc12)C(=O)Nc1ccccc1F (configuration not stated)	-1.0	19.6	13.5	4.3	-2.1	-0.6	19.6	-0.3	-11.8	-1.7	-16.9
Cc1ccc(C(=O)OCC(=O)NC(C)C2CC3CCC2C3)cc1N (configuration not stated)	-4.8	-16.4	-32.8	-1.5	-4.5	1.2	-10.7	nt	3.9	3.1	9.8
Cc1c(C(=O)Nc2ccc3c(c2)OCO3)sc2nc(-c3ccccc3)cn12	19.9	4.6	-5.9	4.5	-2.4	-1.2	-20.8	1.4	-8.7	22.2	4.7
COCCN1C(=O)CS/C1=C(/C#N)C(=O)NCc1ccco1	4.7	10.3	-3.7	9.4	-9.6	0.5	16.0	2.7	-1.5	-98.8	-21.1
CCOCC(=O)Nc1ccc(S(=O)(=O)Nc2ncccn2)cc1	-0.5	5.6	-29.5	-0.9	6.7	0.4	15.4	1.1	6.0	-2.4	-25.2
O=C(NCCCc1ccccc1)C(=O)NCC1OCCN1S(=O)(=O)c1cc(F)ccc1F (configuration not stated)	-1.4	15.3	-0.9	8.6	4.8	-0.3	10.5	2.3	-6.8	9.8	-15.1
COc1ccc(NC(=O)CNCc2ccc(Cl)cc2)cc1S(=O)(=O)N1CCOCC1	7.2	-27.0	-16.7	0.1	-6.3	0.8	3.7	nt	-13.5	-8.4	0.7
CCCCCn1ccc(=N)cc1	12.7	17.0	-43.2	19.8	12.2	3.2	16.1	1.9	1.9	32.2	2.5
CCC(C(=O)NCCc1ccco1)n1nc(C)c2c(C)n(-c3ccccc3)nc2c1=O (configuration not stated)	0.7	16.3	-17.7	-7.3	20.5	-0.3	11.4	-0.7	0.6	-11.5	-18.2
CCCCn1nnnc1NCc1ccc(N(CC)CC)cc1	4.3	2.9	-20.4	16.0	19.2	-0.4	14.0	-1.8	7.7	12.6	-10.9
COc1cc(/C=C(\NC(C)=O)C(=O)O)cc(OC)c1OC	nt	0.5	13.6	nt	-8.2	-0.8	7.4	-1.6	3.3	-9.0	8.1
O=C(COc1ccc([N+](=O)[O-])cc1)NNC(=O)Nc1cccc(F)c1	5.2	0.8	8.8	0.2	-4.2	-0.4	-20.6	-2.7	1.1	12.1	-7.1
O=C(O)c1ccccc1NS(=O)(=O)c1cccc(NS(=O)(=O)c2cc(Br)ccc2Br)c1	3.6	-9.7	12.6	-3.2	4.3	3.3	18.1	nt	-11.7	-30.8	6.8
CC1=C([N+](=O)[O-])C(c2ccccc2Cl)NC(=O)N1 (configuration not stated)	3.6	4.9	-33.8	0.1	6.0	0.1	7.2	2.8	0.9	4.2	9.7
COc1ccc2c(c1OC)C(=O)N1c3cccc(Cl)c3C(=O)OC21 (configuration not stated)	-2.5	0.8	-0.9	3.6	11.2	-0.7	2.3	-0.1	3.7	4.8	6.8
CCOC(=O)N1CCN(C(=O)c2ccc(CNS(=O)(=O)c3ccc(OC)cc3)cc2)CC1	10.2	8.1	17.7	-0.5	-13.7	6.4	26.2	1.4	2.1	12.9	6.8
O=C(CC1CCCCC1)NCCCN1CCOCC1	-3.0	9.0	-4.0	6.3	1.1	-1.4	10.6	0.5	2.7	-0.6	-16.7
CCOc1ccccc1/C=N/NC(=O)c1cc(C(C)C)[nH]n1	-5.0	4.9	4.7	-10.3	-28.6	1.1	-48.6	7.0	-7.7	4.7	-17.7

Of the compounds above, 2 contain a thiophene ring, fused or not.
SMILES	LMP1 NFkB inh	CF NFkB inh	NR2E3 ag-1	MITF TRPM1 inh	Peg3 promoter	hiPSC survival	HIF-2a inh	NR2E3 ag-2	KKLEB tox	Shn3 inh set2	C8 TRAIL sens
CC12CCC(=O)N1C(C(=O)OCC(=O)Nc1sccc1C#N)CS2 (configuration not stated)	-12.3	8.8	-14.2	9.8	3.1	-0.3	-2.0	-2.7	-3.3	-12.0	-1.0
COC(=O)c1cc(C)sc1NC(=O)C1CC(=O)NN1Cc1ccccc1 (configuration not stated)	-4.0	23.1	-19.2	2.4	20.0	0.8	18.3	2.4	-12.1	13.6	-1.2
